UTI89 phage lysis = inhibition of K1F phage lysis, E. coli UTI89, bacterial capsule biogenesis inhibitors, alamar blue (AID 488966); inhibition, % at 100 µM; hits with a dose series show IC50 in µM; E. coli UTI89 K1F phage lysis, alamar blue, 2 h; higher % means a stronger effect; 340,000 tested, 0.02% active;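 active means phage lysis inhibition, versus mean bacterial control, above a set limit; inconclusive means no clear call, values can overlap the other calls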;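 further: capsule biogenesis inhibitors block K1F phage lysis so surviving cells raise fluorescence; higher fluorescence means more inhibition of phage lysis; actives were called in the ten point dose series up to 300 µM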
TNAP activation fold = human TNAP enzyme activators, primary screen, biochemical, luminescent, no phosphate acceptor, uHTS (AID 1001) | 200,000 tested, 0.03% active | one-dose activation fold at 20 µM; EC50 in µM for titrated hits | Alkaline phosphatase, tissue-nonspecific isozyme (Homo sapiens) | purified TNAP, luminescent activation assay, no phosphate acceptor; higher activation fold means a stronger effect; in the data active means activation fold from about 3, or a potency from the dose series; inactive means the rest, 99 in 100 with activation fold below about 1.6; further: many of its hits are not listed in these tables
M1AAP inhibition = P. falciparum M1AAP inhibitors, biochemical, fluorogenic H-Leu-NHMec substrate, 1536-well (AID 1445). inhibition, % at 30 µM, or IC50 in µM where a hit was titrated. 220,000 tested, 0.42% active. recombinant M1AAP, H-Leu-NHMec fluorogenic kinetic assay; higher % means a stronger effect;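 active means primary inhibition above the hit cutoff, then over 50% inhibition at one or more dose response concentrations, cut at about 23% in these data, passing the limit was not always enough; inconclusive means conflicting primary data, or primary hits not chosen for dose response; inactive means low primary inhibition, or under 50% at every dose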;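 further: plate controls were DMSO full reaction for no effect and no enzyme background for full effect; strong numbers were not always called active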
human PMI inhibitors = human PMI inhibitors, high substrate, primary screen, biochemical, fluorescence intensity, high mannose 6-phosphate (AID 1220) | 190,000 tested, 0.66% active | recombinant PMI enzyme, coupled fluorescence intensity; higher % means a stronger effect | Mannose-6-phosphate isomerase (Homo sapiens) | one-dose inhibition, % at 20 µM; IC50 in µM for titrated hits
West Nile virus CPE = West Nile virus antiviral activity, cell-based, CPE readout (AID 1621); West Nile virus-infected cells, CPE inhibition; higher % means a stronger effect; CPE inhibition, % at 10 µM, or IC50 in µM where a hit was titrated; 290,000 tested, 0.02% active; in the data active means a potency from the dose series; inconclusive means CPE inhibition mostly from about 3.7% at the one dose, without a potency; inactive means the rest, 99 in 100 with CPE inhibition below about 2.2%; further: strong numbers were not always called active
RSV antiviral HEp-2 = RSV antiviral activity via CPE protection, HEp-2 cells, primary 10 µM value included (AID 2391); HEp-2 cells, RSV-induced CPE inhibition; higher % means a stronger effect; CPE inhibition, % at 10 µM, or IC50 in µM where a hit was titrated; 310,000 tested, 0.13% active; in the data active means a potency from the dose series; inconclusive means CPE inhibition mostly from about 23% at the one dose, without a potency; inactive means the rest, 99 in 100 with CPE inhibition below about 21%; further: strong numbers were not always called active
T cell HTS = modulators of CD8 T cell-vesicle binding, primary screen, mouse 2C CD8+ T cells, flow cytometry; calls only at 7 µM; 330,000 tested, 0.068% active; 2C CD8+ T cell-vesicle binding; stronger effect = lower value;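 active means response, share of CD8 T cells binding vesicles, and their 90th percentile fluorescence all below set limits, cut at about 80% in these data, passing the limit was not always enough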
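Assay system: 2C TCR transgenic mouse naive CD8+ T cells, MACS-purified | Read-out: CD8+ gate FL2 mean fluorescence as % of same-row positive control | Signal: High-throughput flow cytometry with anti-B7-1 and anti-CD8 staining | Timing: Binding step 1.5 h, 37 °C, antibody labelling 20 min, ice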
PMI inhibitors = inhibitors of human PMI, primary screen, biochemical, fluorescence intensity, coupled assay (AID 1209); purified PMI enzyme, coupled fluorescence intensity; higher % means a stronger effect; 190,000 tested, 0.42% active; one-dose inhibition, % at 20 µM; IC50 in µM for titrated hits; Mannose-6-phosphate isomerase (Homo sapiens);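 further: plate controls were DMSO vehicle for no effect and wells lacking substrate for full effect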
P. falciparum M17LAP = P. falciparum M17LAP inhibitors, primary screen, biochemical, fluorogenic H-Leu-NHMec substrate, 1536-well (AID 1619); inhibition, % at 30 µM; hits with a dose series show IC50 in µM; recombinant M17LAP, H-Leu-NHMec fluorogenic kinetic assay; higher % means a stronger effect; 220,000 tested, 0.38% active;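 active means compound inhibiting the enzyme by more than half at any dose during confirmatory dose-response retesting; inconclusive means strong single-dose inhibitors picked by rank but not retested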;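 further: plate controls were full reaction with DMSO carrier for no effect and no enzyme background for full effect; strong numbers were not always called active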
T cell HTS vesicle-bound % = also measured in T cell HTS; calls as there; double positive events, %; measured here: CD8+ vesicle-bound cell fraction;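 binding gate set so that unloaded-vesicle control wells show 10% double positive cells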
Starred values were filed as active, the others as inactive; i = inactive; ? = inconclusive; · = no result given; [ ] = dose if it differs, or a comment. Unless noted, no stated cut-off is given here; in the data, active means inhibition above about 50%; inactive means the rest. The order is random; about 1.5% have a hit in one of these screens.

SMILES	UTI89 phage lysis	TNAP activation fold	M1AAP inhibition	human PMI inhibitors	West Nile virus CPE	RSV antiviral HEp-2	T cell HTS	T cell HTS vesicle-bound %	PMI inhibitors	P. falciparum M17LAP
CCC1CCCCN1CCCNC(=O)c1cn(CC)c2ccc(S(=O)(=O)N3CCc4ccccc4C3)cc2c1=O (stereo not drawn)	-0.1%	1.1	2%	0%	-0.5%	1.0%	i	27	-3%	-3%
CCOc1ccc(NC(=O)CCS(=O)(=O)c2cccc3nsnc23)cc1	0.1%	1.1	12%	-28%	-0.2%	1.6%	i	32	-11%	10%
O=C(Nc1ccc(O)cc1)c1ccc(NC(=O)c2cccs2)cc1	0.1%	·	·	·	0.1%	1.5%	i	38	·	·
CCOc1ccc(-c2nnc3ccc(SCC(=O)Nc4nc5ccccc5s4)nn23)cc1	-2.7%	1.2	0%	-3%	-0.4%	2.9%	i	50	7%	6%
Cc1ccnc(NC(=O)Cc2ccc(F)cc2)n1	0.0%	·	9%	·	0.1%	0.5%	i	9	·	0%
Cc1c(N=Cc2c(O)n(C3CCCCC3)c(=O)[nH]c2=O)c(=O)n(-c2ccccc2)n1C	0.0%	0.6	12%	-2%	0.1%	2.0%	i	14	-9%	14%
FC(F)(F)c1cnc(COc2ccc(Cl)cc2Cl)c(Cl)c1	0.2%	·	0%	·	0.4%	-0.2%	i	45	·	1%
O=C(c1ccc(Cl)c([N+](=O)[O-])c1)N1CCN(C(=O)c2ccco2)CC1	0.6%	1.2	-2%	-2%	-0.3%	-1.0%	i	8	-9%	-2%
O=C(O)COc1ccc(Br)cc1/C=N/O	-0.2%	1.1	10%	-7%	0.2%	2.0%	i	15	0%	6%
O=C(CC(Cc1ccccc1)c1ccco1)NC1CCCCC1 (stereo not drawn)	-0.5%	1.1	3%	3%	-0.9%	1.7%	i	18	8%	4%
CCOc1ccc(NS(=O)(=O)c2ccc(C)c(C(N)=O)c2)cc1	0.4%	1.1	5%	10%	-0.9%	1.1%	i	26	5%	-6%
c1ccc(-c2noc(CN3CCOCC3)n2)cc1	1.1%	1.1	2%	-1%	-0.6%	0.3%	i	34	-2%	2%
CCOC(=O)C1CCCN(C(=O)CN2C(=O)/C(=C/c3ccc(OC)cc3)Oc3ccccc32)C1 (stereo not drawn)	4.3%	1.2	20%	7%	-0.2%	6.1%	i	53	18%	3%
Cc1nnc(NC(=O)CSC2=NN3CCCC(=O)N=C3S2)s1	0.0%	1.1	4%	7%	0.1%	2.7%	i	40	4%	-4%
CCOC(=O)C1CCN(c2ncnc3nc[nH]c23)CC1	-1.5%	1.1	-1%	1%	-0.1%	1.0%	i	40	2%	-8%
COCC(=O)N1CCC(Oc2ccc(C(=O)NC3Cc4ccccc4C3)cc2)CC1	-0.4%[50 µM]	·	·	·	0.5%	2.6%	i	20	·	·
CCOc1ccc(C(=O)CCC(=O)NC(CC(C)C)C(=O)OC)cc1 (stereo not drawn)	0.5%	1.1	3%	5%	-0.3%	2.8%	i	48	1%	1%
Cc1ccccc1C(=O)NC1CCN(CC(=O)Nc2c(C)cccc2C)CC1	-0.3%	1.1	-5%	8%	-0.8%	1.5%	i	33	-3%	-6%
COc1ccc(N2C(=NC(=O)C3CCCO3)SC3CS(=O)(=O)CC32)cc1 (stereo not drawn)	-0.1%	·	·	·	0.2%	0.7%	i	34	·	·
Nc1c(C(O)(C(F)(F)F)C(F)(F)F)ccc2ccccc12	3.0%	1	2%	26%	-0.4%	·	·	·	4%	-5%
Cc1[nH]nc2c1C(c1ccc(F)cc1)C(C#N)=C(N)O2 (stereo not drawn)	-0.1%[50 µM]	0.9	5%	5%	-0.1%	1.3%	i	22	4%	0%
COc1ccc(S(=O)(=O)N(C)c2ccc(C(=O)NCC3CCCO3)cc2)cc1 (stereo not drawn)	0.7%[50 µM]	1.2	0%	-9%	-0.5%	0.9%	i	9	-4%	-16%
CCC(C)NC(=O)c1ccc(CSCc2ccccc2Cl)o1 (stereo not drawn)	-0.1%	·	·	·	-0.1%	21%	i	43	·	·
CCC(C)C(=O)Nc1nc2ccc(S(C)(=O)=O)cc2s1 (stereo not drawn)	-2.6%	1.1	-1%	-12%	0.5%	1.1%	i	47	-14%	-15%
CCOC(=O)C1(Cc2ccccc2C(F)(F)F)CCN(C(=O)c2cc(C(C)=O)n[nH]2)CC1	0.0%	1.1	5%	·	-0.2%	2.6%	i	24	·	4%
COCCOC(=O)c1c(C)oc2ccc(OCC=C(C)C)cc12	-0.5%	1.1	-2%	-2%	1.4%	0.9%	i	29	12%	-15%
O=C(Cn1nc2n(c1=O)-c1ccccc1SC2)N/N=C/c1cccs1	0.2%	·	0%	·	0.5%	2.3%	i	22	·	6%
CCC(CC)c1nnc(NC(=O)Cc2cccs2)s1	-0.8%	1.1	0%	12%	0.2%	2.3%	i	50	7%	-2%
O=C(O)CNC(=O)c1ccccc1F	1.6%	1	·	-5%	0.1%	0.9%	i	62	-11%	·
COC(=O)CN(c1ccccc1)S(=O)(=O)c1ccc(F)cc1	0.3%	1.1	4%	-15%	0.3%	0.7%	i	17	-8%	4%
Cc1nn2c(COc3ccc(NC(=O)C(C)C)cc3)nnc2c2ccccc12	0.3%	1.1	-2%	-13%	-0.3%	3.3%	i	35	-6%	2%
CCOc1cccc(OCCCCN2CCCCC2)c1	-0.4%	1.1	12%	6%	-1.0%	-0.3%	i	28	12%	2%
Cc1ccc(NC(=O)c2cccc(S(=O)(=O)N3CCCCC3)c2)cc1	0.2%	·	·	·	-0.3%	4.6%	i	25	·	·
Cc1cc(C)n(-c2ccc(C(=O)N3CCc4ccccc43)cc2)n1	0.1%	1	0%	12%	0.0%	3.1%	i	11	-4%	0%
CSc1ccccc1NC(=O)CN(C)CC(=O)Nc1ccc(Cl)cc1F	1.7%	2	-1%	16%	-1.1%	2.8%	i	51	22%	9%
COc1ccc(-c2nnc(SCC(=O)NCc3ccco3)o2)cc1	1.2%	1	-10%	2%	-0.4%	0.0%	i	43	2%	-3%
CCCCN1C(=O)/C(=C2\SC(N3CCCCC3)=NC2=O)c2ccccc21	1.2%	1.1	13%	6%	-0.6%	13%	i	33	8%	1%
NC(=O)CCn1cnc2ccccc21	0.5%	·	-2%	·	0.4%	1.4%	i	49	·	9%
COC(=O)c1ccccc1NC(=O)COC(=O)c1ccccc1N=Nc1ccc(N(C)C)cc1	9.8%	0.8	2%	1%	-1.7%	-1.1%	i	39	14%	-6%
CC(SCc1ccccc1)C(=O)NN=C1CCN(C)CC1 (stereo not drawn)	-0.8%	1.1	1%	9%	-0.6%	-0.2%	i	32	10%	11%
O=C(NC12CC3CC(CC(C3)C1)C2)c1ccc(-c2cccc(Cl)c2)o1	4.1%	1.1	6%	15%	-1.1%	11%	i	21	18%	0%
COCCNC(=O)c1c(CSc2ccccc2)noc1C(=O)NCc1ccccc1	2.3%	·	0%	·	-0.5%	1.4%	i	25	·	-4%
CCCC12CN3CCN(CC(C3)/C1=N\NC(=O)c1ccc(F)cc1)C2	0.4%	0.9	5%	2%	0.2%	0.3%	i	22	-4%	16%
CCN(CC(=O)NC1CCS(=O)(=O)C1)c1nc(-c2ccccc2)nc2ccccc12 (stereo not drawn)	0.1%	1.1	1%	5%	0.4%	1.5%	i	11	-4%	-1%
C/C(=N\n1c(C)nc2ccccc2c1=O)c1ccc(C)o1	-0.1%	·	0%	·	?	·	i	40	·	-1%
COC(=O)c1cccc(NC(=S)Nc2cccc(Cl)c2Cl)c1	2.8%	0.9	-2%	5%	0.8%	3.0%	i	48	7%	12%
O=C(c1ccc(N2CN(C(=O)c3ccco3)c3nc4ccccc4nc32)cc1)N1CCOCC1	-3.5%	1.2	9%	-3%	0.5%	-1.1%	i	7	3%	16%
COc1ccc(OCC(=O)NCCNC(=O)c2ccncc2)cc1	-0.1%	·	·	·	-0.6%	0.9%	i	29	·	·
S=C(NCCc1ccccc1)N/N=C/c1ccc(Cl)cc1	0.8%	·	4%	·	0.2%	?	i	42	·	-11%
CCN1C(=O)[C@H]2[C@@H](c3ccc(C)cc3)N3C(=O)N(c4ccc(C)cc4)C(=O)[C@@]3(C)[C@H]2C1=O	-0.2%	·	·	·	-0.6%	1.1%	i	35	·	·
O=C(O)COc1ccc(C(=O)c2ccccc2)cc1	1.0%[50 µM]	1.1	3%	-12%	-0.3%	-1.7%	i	56	-33%	2%
COc1cccc(-c2noc(CCC(=O)NC3CCCC3)n2)c1	1.5%[50 µM]	·	·	·	-0.4%	1.2%	i	48	·	·
COc1ccc(C(CNC(=O)COc2ccc(F)cc2Br)N2CCCC2)cc1 (stereo not drawn)	1.7%	1.1	5%	3%	-0.3%	-3.1%	i	53	4%	12%
COc1ccc2cc3cc(C(=O)NCCN4CCN(Cc5ccccc5)CC4)oc3nc2c1	1.4%	1	?	-6%	-0.7%	?	i	43	-5%	-87%
Cc1c(NC(=O)C2CCCN(S(=O)(=O)c3cnc[nH]3)C2)c(=O)n(-c2ccccc2)n1C (stereo not drawn)	0.7%	1.1	5%	5%	·	0.3%	i	39	8%	2%
Cc1cccc([C@@H]2[C@@H]3C(=O)N(Cc4ccccc4)C(=O)[C@@H]3[C@]3(C)C(=O)N(c4cccc(Cl)c4)C(=O)N23)c1	0.3%	·	·	·	-1.2%	4.9%	i	21	·	·
COc1cccc(/C=C/C(=O)OCC(=O)Nc2ccc(N3CCOCC3)cc2)c1OC	0.1%	1.1	4%	2%	-0.1%	-0.5%	i	23	-2%	6%
CS(=O)(=O)NNC(=O)Cn1nnc(-c2cc(C(F)(F)F)cc(C(F)(F)F)c2)n1	·	·	8%	·	0.0%	5.3%	i	59	·	2%
Cn1c(SCc2cccnc2)nc2cccnc21	1.6%	1	3%	-5%	0.7%	0.8%	i	32	-9%	8%
CCC(C)[C@@H](C(=O)N1CCNCC1)n1cc(CCCCN)nn1 (stereo partly drawn)	-0.6%	1.1	3%	-17%	0.4%	0.3%	i	39	-10%	-3%

From PubChem
